# Source: PubChem (Broad Institute)
# FN deposit inh: fibronectin deposition inhibition; AH1F fibroblasts, Alexa488-fibronectin deposition fluorescence, overnight; inhibition, % at 12.6 µM; 350,000 compounds, 0.086% hits; AID 743247;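 active = mean inhibition across replicates of 30% or more, regardless of how many single replicates reach that level; inconclusive = mean under 30% yet at least half of replicates reach 30%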;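 note: positive control wells lacked labelled fibronectin entirely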
#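 Material: AH1F fibroblasts assembling fluorescent fibronectin matrix; amount: 10000 AH1F cells/well; medium: DMEM, 2% serum; reagent: Alexa488-fibronectin, 24 nM final in well; dosing: single compound dose, delivered by pin transfer; incubation: 1 h adhesion, overnight exposure; detection: fluorescence after three HBSS washes, excitation 485 nm, emission 525 nm; measure: fibronectin deposition inhibition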
# RAD54 branch: inhibitors of human RAD54 branch migration. Q92698. RAD54 Holliday junction branch migration, FAM/BHQ fluorescence. inhibition, % at 10.4 µM. 360,000 compounds, 0.14% hits. AID 602329;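 active = mean normalized replicate activity at least 40 and at least half of replicates scoring 40 or more; inconclusive = only one of the two criteria met; inactive = mean below 40 and under half of replicates reaching 40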;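 note: 0% = median of neutral control wells and 100% = median of positive control wells; inhibitors cause a drop in the FAM fluorescence signal; in these data hits start at about 50%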
# Target sequence (Q92698 whole entry, looked up): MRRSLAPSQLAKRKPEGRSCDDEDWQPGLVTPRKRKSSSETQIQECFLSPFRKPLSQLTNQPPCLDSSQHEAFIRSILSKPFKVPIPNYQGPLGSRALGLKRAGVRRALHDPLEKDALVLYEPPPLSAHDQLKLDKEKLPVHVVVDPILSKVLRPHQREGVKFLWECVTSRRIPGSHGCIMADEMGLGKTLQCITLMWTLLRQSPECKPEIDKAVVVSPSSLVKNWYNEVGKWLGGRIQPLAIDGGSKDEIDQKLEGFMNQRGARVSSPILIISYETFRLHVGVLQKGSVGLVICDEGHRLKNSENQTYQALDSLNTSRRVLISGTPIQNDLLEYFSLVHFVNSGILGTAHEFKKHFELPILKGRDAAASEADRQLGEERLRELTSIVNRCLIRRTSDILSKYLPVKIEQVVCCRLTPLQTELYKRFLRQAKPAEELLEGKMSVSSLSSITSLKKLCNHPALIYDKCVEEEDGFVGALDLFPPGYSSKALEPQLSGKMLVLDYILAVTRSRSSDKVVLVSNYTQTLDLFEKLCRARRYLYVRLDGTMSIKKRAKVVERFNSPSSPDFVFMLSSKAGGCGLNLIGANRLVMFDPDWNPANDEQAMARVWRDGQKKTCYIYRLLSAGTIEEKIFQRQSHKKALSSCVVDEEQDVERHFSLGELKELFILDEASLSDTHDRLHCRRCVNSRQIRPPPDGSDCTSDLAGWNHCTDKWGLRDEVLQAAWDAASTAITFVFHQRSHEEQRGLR
# EWS-Fli block: EWS/Fli transcriptional activity inhibition; A673 NR0B1-luciferase reporter, viability-normalised; inhibition, % at 12.6 µM; 350,000 compounds, 0.67% hits; AID 651661;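 active = mean inhibition of at least 50% after viability correction, with every replicate also passing that limit; inconclusive = mean reaches 50% but only one of two replicates passes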;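 note: firefly luciferase signal divided by Alamar Blue viability fluorescence both relative to DMSO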
# Xi reactivation: activators of X-chromosome reactivation in mouse fibroblasts; activation, % at 7.58 µM; AID 743238; 360,000 compounds, 0.055% hits; XiGFP mouse fibroblasts, % GFP-positive cells imaging, 3 d; cells co-treated with 5-aza-dC sensitizer; scaled so ellipticine positive control = 100%;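 active = mean normalized replicate activation at least 10% and every replicate at or above 10%; inconclusive = only one of the two criteria met; inactive = mean below 10% and not all replicates reach 10%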;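 note: 0% = median of on-plate neutral control wells and 100% = ellipticine 6 µM median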
#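 material = 68-5-11 XiGFP fibroblast line | medium = DMEM plus 5-aza-dC sensitizer | schedule = 3 days compound exposure | benchmarks = positive control ellipticine, 6 µM final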
# S100A4 MyoIIA: S100A4-myosin IIA interaction inhibition | P26447 | S100A4/TAMRA-MyoIIA peptide fluorescence polarization | inhibition, % at 10.7 µM | 360,000 compounds, 0.14% hits;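 active = mean inhibition of at least 70% across replicates, with every replicate also reaching that level; inconclusive = mean inhibition reaches 70% but some replicates fall short; inactive = mean inhibition below 70%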
# Target sequence (P26447 whole entry, looked up): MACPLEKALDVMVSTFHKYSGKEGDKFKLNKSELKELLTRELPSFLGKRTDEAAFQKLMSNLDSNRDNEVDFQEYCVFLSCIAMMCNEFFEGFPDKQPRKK
#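 Test system: S100A4 monomer protein. Medium: HEPES buffer with Ca2+, pH 7.2. Reagent: fluorescent myosin IIA peptide, 5 nM. Compound dosing: single-point compound testing. Timing: 5 min between mix addition and reading. Benchmarks: DMSO neutral and TFP positive wells.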
# RAD52 inh: blocks human RAD52 DNA annealing | P43351 | recombinant RAD52 DNA annealing, FRET fluorescence | inhibition, % at 18.7 µM | 360,000 compounds, 0.46% hits | AID 651710;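 active = every replicate showing at least 50% inhibition; inconclusive = mean inhibition at least 50% but not in every replicate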
# esBAF inh: blocks esBAF chromatin remodeling in mouse ES cells; 350,000 compounds, 2% hits; Bmi1-luciferase knock-in reporter, 24 h; 100% = twice the neutral-well signal; AID 602393; reporter increase, % at 12.5 µM; in the data active = activation above about 40%; inconclusive = no clear call, values can overlap the other calls;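 note: 0% = median of the plate's neutral control wells and 100% = double that signal; a rise in the Bmi1 reporter signal indicates esBAF inhibition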
# E-selectin induc: induces E-selectin expression in human endothelial cells; P16581; HUVEC E-selectin immunofluorescence imaging; normalized: neutral wells 0, TNF-alpha wells 100; activation, % at 7.58 µM; 260,000 compounds, 0.37% hits;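 active = mean E-selectin-positive cell signal at least 10% of the positive control, reached in at least 60% of replicates, without over 20% cell loss; inconclusive = no rule given, readout overlaps actives, possibly toxicity-flagged; inactive = the rest, including those meeting only one limit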;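 note: in these data hits start at about 27%; measured in HUVEC primary endothelial cells; signal is the percent of cells scored E-selectin positive by PE staining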
#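 Material: HUVEC primary endothelial cells; Amount: 3,000 cells per well; Dosing: single concentration; Medium: EGM-2 growth medium on 0.1% gelatin-coated wells; Read-out basis: percent E-selectin-positive cells; Signal: immunofluorescence imaging; Control set: TNF-alpha, DMSO.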
# * marks the source's active call; other numbers are inactive results; ? = inconclusive; / = not tested or not shown. Compounds were not picked by outcome, and some 3% of all compounds hit somewhere here.
SMILES	EWS-Fli block	FN deposit inh	RAD52 inh	RAD54 branch	S100A4 MyoIIA	Xi reactivation	E-selectin induc	esBAF inh
O=C(c1ccccc1NS(=O)(=O)c1cccc2cccnc12)N1CCOCC1	3	3	-11	/	0	0.0	0.1	-8
O=C1CN(S(=O)(=O)Cc2ccccc2)C[C@@H]2[C@H](c3ccc(C#Cc4cccc(F)c4)cc3)[C@@H](CO)N12	/	/	-26	/	-9	0.4	0.1	/
CCCNC(=O)C[C@H]1CC[C@@H]2[C@@H](COc3ccc(NC(=O)NC(C)C)cc3C(=O)N2C)O1	0	-8	9	0	7	0.3	0.4	1
COc1ccc(C(=O)c2c3ccc(OC)cc3[n+]([O-])n2Cc2ccc(C(N)=O)cc2)cc1	-59	2	1	3	-1	0.4	0.1	61*
Cc1ccc(C)c(OC(=O)c2cncc(Br)c2)c1	-3	5	-1	-5	1	0.1	/	/
O=C1NC(=S)N/C1=C/c1cccc2ccccc12	-14	-9	-25	12	19	0.2	0.6	35
C[C@@H]1CN([C@H](C)CO)S(=O)(=O)c2ccc(C#CCN(C)C)cc2O[C@H]1CN(C)Cc1ccccc1F	19	/	8	4	4	-0.3	2.1	-1
COc1cc(C(=O)N/N=c2/sc3ccccc3n2C)cc(OC)c1OC	8	15	-5	-11	-7	0.1	/	/
COCc1cc(C)nc(SCC(=O)Nc2cccc(C)c2C)c1C#N	8	/	-4	-6	6	/	/	-7
C[C@@H]1CCCCO[C@@H](CN(C)S(=O)(=O)c2ccc(F)cc2)[C@@H](C)CN([C@H](C)CO)C(=O)c2cc(NS(=O)(=O)c3cn(C)cn3)ccc2O1	-4	-2	-11	-5	-7	0.0	/	0
O=C(C[C@@H]1C=C[C@@H](NS(=O)(=O)c2ccccc2)[C@H](CO)O1)NCc1ccccc1F	-2	/	10	-12	2	-0.1	0.8	-1
CCCCc1ccc(/C(C)=N/Nc2cc(N3CCOCC3)nc(C)n2)cc1	7	1	-17	1	9	0.0	/	1
C[C@@H]1CCCCO[C@H](CN(C)C(=O)C2CCCCC2)[C@H](C)CN([C@H](C)CO)C(=O)c2cc(NC(=O)Cc3ccccc3)ccc2O1	6	/	11	-4	4	0.0	-0.2	11
Cc1nc2sc3c(c2c(=O)[nH]1)CCCC3	-5	-3	7	6	7	0.1	0.8	-6
O=C(C1CCCC1)N1CCCCN2[C@H](CO)[C@@H](c3ccc(C#CC4(O)CCCC4)cc3)[C@H]2C1	12	/	5	-7	126*	/	/	/
CC(C)NC(=O)C1CCN(C2CCN(C(=O)/C=C/c3cccs3)CC2)CC1	-5	0	-17	/	-7	/	0.7	/
O=C(Nc1ccccc1)n1cc(-c2ccccn2)c(N2CCOCC2)n1	5	-2	-2	/	-1	0.0	/	/
CCCn1c(=O)c(C(=O)Nc2ncccc2O)c(O)c2ccccc21	8	-4	3	-5	0	0.0	/	-9
Clc1ccc(C2=NNC(=NCc3ccc4c(c3)OCO4)SC2)cc1	-5	-4	-2	7	0	0.0	/	/
CC1(C(=O)NCc2ccccc2)CCC(=O)N1CC(F)(F)F (stereo unspecified)	-5	-1	-8	-7	1	0.2	0.0	-6
O=C(CCN1CCN(c2ccccc2)CC1)Nc1ccc(OCc2ccccc2)cc1	/	1	14	-1	5	/	/	9
COc1ccc(C#CC2=CC(=O)CC(C)(C)C2)cc1	-45	-7	10	2	-1	0.2	0.0	45*
O=C(c1cnccn1)N1CC[C@H]2[C@H](CO)Nc3ccc(C#Cc4cccnc4)cc3[C@H]21	-5	-14	12	-8	-7	0.1	0.4	-3
Cc1cc(C)cc(N(C(=O)c2ccco2)C(C(=O)NC2CCCC2)c2ccncc2)c1 (stereo unspecified)	7	-5	-17	0	0	0.2	/	-2
CC(=O)NC(c1cccc(F)c1)c1nc(-c2ccc3ccccc3c2)cs1 (stereo unspecified)	2	-8	4	2	4	0.1	1.9	-2
COc1cc2cnc(-c3ccccc3)c(-c3ccc(C(F)(F)F)cc3)c2cc1OC	18	0	-14	-2	-2	0.0	0.2	-6
C[C@@H]1CN([C@H](C)CO)C(=O)c2cc(NC(=O)CCCCCC(=O)Nc3ccccc3N)ccc2O[C@@H]1CN(C)S(C)(=O)=O	-8	/	-7	-2	2	0.0	-3.5	-1
COc1cccc(C(=O)N2CCCc3ccccc32)c1OC	-8	-2	-1	-3	1	0.0	0.2	-3
O=S(=O)(N[C@H]1CC[C@@H](CCn2cc(-c3ccccc3F)nn2)O[C@@H]1CO)c1ccc(Cl)cc1	9	-8	12	-6	-6	-0.3	-0.2	10
COc1cccc(-c2cnc3c(c2)C(=O)N([C@@H](C)CO)C[C@H](C)[C@H](CN(C)C(=O)Nc2ccccc2F)O3)c1	-4	/	2	3	-6	0.0	-0.2	-3
CCC(=O)N[C@@H]1CC[C@H](CC(=O)NCc2ccccc2OC)O[C@@H]1CO	-1	/	1	-6	-2	-0.2	-1.3	5
CC(C)C#Cc1cnc2c(c1)C(=O)N([C@@H](C)CO)C[C@@H](C)[C@H](CN(C)Cc1ccccc1F)O2	24	/	-1	-8	0	/	/	1
C=CCn1c(SCc2nc3cc(C(=O)OC)ccc3c(=O)[nH]2)nc2sc(CC)cc2c1=O	-9	-8	-32	1	12	-0.1	1.8	/
O=C(Nc1nnc(COc2ccccc2)s1)Nc1ccccc1F	0	7	-9	/	-2	0.2	0.2	/
CN(C(=O)c1ccc2c(c1)OCO2)C1(C)CCS(=O)(=O)C1 (stereo unspecified)	-4	2	-17	1	-3	0.4	-0.5	-8
O=c1[nH][nH]c(-c2ccccc2)c1-c1ccccc1	7	-2	-13	16	1	0.1	-0.1	-2
CCCCN(C(=O)CC1CCCC1)c1c(N)n(CCCC)c(=O)[nH]c1=O	0	7	2	5	0	0.0	?	5
CCOc1cc(C(=S)N2CCCC2)ccc1O	-3	-3	-9	6	-4	-0.1	/	2
COC(=O)C(=C/C(C)=C/c1cccs1)C(=O)OC	-7	7	-10	/	-6	0.0	-0.7	2
CCOCCn1ccc2c(OCC(=O)NCc3ccccc3)cccc2c1=O	6	-5	1	/	0	0.1	-0.4	/

# S100A4 MyoIIA, hit marks shown above
SMILES | RAD52 inh | S100A4 MyoIIA | esBAF inh
O=C(C1CCCC1)N1CCCCN2[C@H](CO)[C@@H](c3ccc(C#CC4(O)CCCC4)cc3)[C@H]2C1 | 5 | 126* | /

# (further entries)
SMILES	EWS-Fli block	FN deposit inh	RAD52 inh	RAD54 branch	S100A4 MyoIIA	Xi reactivation	E-selectin induc	esBAF inh
CCS(=O)(=O)N1CCC2(CC1)CN(S(=O)(=O)c1ccc(C)cc1)[C@H](CO)c1[nH]c3cc(OC)ccc3c12	6	-6	4	/	-3	0.0	0.1	/
COc1cccc(C(=O)c2ccccc2NC(C)=O)c1	7	1	-9	-2	-2	0.0	0.2	/
CCN(CC)C(=O)C1CCCN(Cc2nc(-c3cccs3)no2)C1 (stereo unspecified)	8	1	11	/	-3	-0.2	2.0	9
C/C=C/c1ccc2c(c1)O[C@@H](CN(C)Cc1cncnc1)[C@H](C)CN([C@H](C)CO)S2(=O)=O	25	9	7	-3	19	-1.2	0.0	7
COc1ccc(NC(=O)CCC(=O)N2CCC(c3ccccc3)=N2)cc1S(=O)(=O)N1CCCCC1	2	0	-3	-5	-16	0.0	/	-2
CCOC(=O)N1CCC(N2Cc3cccc(C(=O)NC(C)c4ccc5c(c4)OCCO5)c3C2=O)CC1 (stereo unspecified)	16	-13	-19	-5	-1	0.2	0.6	-5
O=Cc1cn(CCC(=O)O)nc1-c1cccc(Br)c1	-2	11	-9	3	-6	0.0	2.9	-8
CO[C@H]1CN(C)C(=O)c2ccc(NC(=O)C3CCOCC3)cc2OC[C@@H](C)N(C(=O)c2ccccc2)C[C@H]1C	-4	/	-3	-1	3	-0.1	-0.1	-6
O=C(/C=C/c1ccco1)NC(=S)Nc1ccccc1	-90	0	-16	-2	-4	0.0	/	31
COC(=O)/C(=C\c1ccc([N+](=O)[O-])cc1)NC(=O)c1ccccc1	5	-1	-5	-2	0	-0.1	3.1	-2
N#CC1=C(N)Oc2cc(O)c(Cl)cc2C1c1cccnc1 (stereo unspecified)	2	6	-132	-17	-2	0.4	/	-1
CCCC#Cc1cnc2c(c1)C(=O)N([C@@H](C)CO)C[C@H](C)[C@H](CN(C)C(=O)c1cnccn1)O2	-36	-6	0	-9	/	-0.9	-0.1	1
COc1ccccc1NC(=O)N[C@@H]1C=C[C@@H](CC(=O)NCc2ccc(Cl)c(Cl)c2)O[C@@H]1CO	-1	-16	12	/	3	0.4	-0.3	/
C=CCc1c(C)[nH]c2c(OC)cccc2c1=S	11	-8	-15	8	0	0.0	/	4
C[C@@]12C(=O)N(c3ccc(Cl)cc3)C(=O)N1[C@@H]1c3ccccc3OC[C@@H]1[C@H]2c1ccccc1	10	-7	-3	2	-2	0.6	0.1	-8
CCCCN(C)c1c(C)nc2ccc(C(=O)NCc3cccs3)cn12	-33	-8	-1	3	-1	0.0	-0.1	-2
Cc1ccc(N=c2c([N+](=O)[O-])nn(-c3ccc4c(c3)OCCO4)n2O)cc1F	39	-3	2	/	-1	0.1	0.5	/
CNC(=S)N1CCN(c2nc(-c3ccc(F)cc3)cs2)CC1	-10	1	-4	0	7	0.3	/	3
O=C(Nc1cccc(NC(=O)c2ccco2)c1)c1ccc([N+](=O)[O-])cc1	-7	-16	-13	/	-6	1.2	-3.4	/
CCOc1ccc(NC(=O)CN(C)C(=O)C2CC(=O)N(c3ccc4c(c3)OCCO4)C2)cc1OCC (stereo unspecified)	-12	2	-51	3	4	0.3	-0.1	-5
COc1ccc2c3c([nH]c2c1)[C@@H](CO)N(C(=O)C1CCOCC1)CC31CCN(C)CC1	26	/	1	/	-13	0.3	0.2	/
CN(C)C(=O)C[C@@H]1CC[C@@H](NC(=O)c2ccc(F)cc2)[C@H](CO)O1	0	3	6	-6	8	0.0	0.1	-1
C[C@@H]1CN([C@H](C)CO)C(=O)c2cc(NC(=O)Cc3ccccc3)ccc2O[C@@H](C)CCCCO[C@@H]1CN(C)C(=O)CCC(F)(F)F	-4	/	9	2	-1	-0.2	2.0	5
O=C(COc1ccccc1[N+](=O)[O-])N(C1CCCCC1)C1CCS(=O)(=O)C1 (stereo unspecified)	-5	-2	14	-7	5	-0.1	/	1
